# Bioassay records as filed in PubChem.
# Growth percent in the NCI-60 one-dose screen (48 h, 10 µM unless noted): 100 = growth as untreated, 0 = no growth, -100 = all killed.
# DU-145: DU-145 prostate cancer; 81,000 compounds, 4.2% hits; AID 1794760
# OVCAR-5: OVCAR-5 ovarian cancer. 82,000 compounds, 2.9% hits
# OVCAR-4: OVCAR-4 ovarian cancer cells | AID 1794784 | 80,000 compounds, 3.7% hits
# SK-OV-3: SK-OV-3 ovarian cancer cells; 80,000 compounds, 3.2% hits
# IGROV1: IGROV1 ovarian cancer | 79,000 compounds, 4.7% hits
# PC-3: PC-3 prostate cancer cells. 80,000 compounds, 3.9% hits. AID 1794754
# OVCAR-3: OVCAR-3 ovarian cancer; 79,000 compounds, 7% hits; AID 1794787
# OVCAR-8: OVCAR-8 ovarian cancer. 81,000 compounds, 4.4% hits
# Numbers without * were called inactive; / = no result given; & = joins results of further samples. How the source made its calls: active means growth percent below 10; inactive means the rest. A portion of the library; the hit share may differ from the screen's.
1. N#Cc1c(N)nc2c(c1N)C(c1ccccc1)NC(=S)N2 (configuration not stated)
2. CC(C)(CCO[N+](=O)[O-])C(=O)O
3. N#[N+]c1nc2ncnc(N)c2[nH]1
4. CC(C)N=C([Se])NC(=O)c1ccccc1
5. COC(=O)/C(=C(/C)c1ccco1)P(=O)(OC)OC
compound no.,1,2,3,4,5
DU-145,109,113,108,-75*,112
OVCAR-5,116,106,110,-56*,101
OVCAR-4,117,117,116,3.7*,111
SK-OV-3,102,108,105,-57*,112
IGROV1,111,111,108,-55*,105
PC-3,91,95,98,-22*,84
OVCAR-3,102,/,111,-61*,111
OVCAR-8,103,103,99,-65*,98

6. CN1CCc2cc3c(cc2[C@H]1[C@@H]1OC(=O)c2c1ccc1c2OCO1)OCO3
7. Cc1cc(Br)c([N+](=O)[O-])cc1[N+](=O)[O-]
8. CCN1CCN(c2ccccc2)CC1
9. Cc1ccc(O)c(CN2CCC3CCC(C3)C2)c1 (configuration not stated)
10. O=Cc1cn(Cc2ccc(Cl)cc2)c2ccccc12
compound no.,6,7,8,9,10
DU-145,109,89,116,116&114,95
OVCAR-5,110,107,82,101&106,-37*
OVCAR-4,105,113,108,116&103,58
SK-OV-3,98,104,106,107&100,31
IGROV1,103,110,109,109&106,6.5*
PC-3,99,91,96,104&91,82
OVCAR-3,101,103,112,112&116,64
OVCAR-8,108,95,102,109&109,90

11. COc1cc2c(cc1OC)C13CCN4CC5=CCOC6CC(=O)N2C1C6C5CC43 (configuration not stated) (tested in a mixture with another compound)
12. COc1ccc(CC(C)=O)cc1
13. O=[N+]([O-])c1ccc([As](=O)(O)O)cc1
14. CN(C)P(=O)(N(C)C)N1CC1
15. NC(=O)Oc1cc(OC(N)=O)cc(N(CCCl)CCCl)c1
compound no.,11,12,13,14,15
DU-145,88,108&103,109&121,103,34
OVCAR-5,108,114&89,102&108,101,91
OVCAR-4,107,101&95,116,104,75
SK-OV-3,112,107&94,107&106,97,76
IGROV1,89,117&104,114,106,91
PC-3,74,96&95,100&101,93,72
OVCAR-3,/,112&101,105&136,107,83
OVCAR-8,105,103&105,101&110,103,28

16. COP(=O)(OC)C(O)c1ccccc1Cl (configuration not stated)
17. [CH3][Sn]([CH3])([Cl])[S]CCN
18. CCN(CC)CCCN1CC2CCCCC2C1 (configuration not stated)
19. CC(=O)OC1(c2ccccc2)CCN(C)CC1C(=O)c1ccccc1 (configuration not stated)
20. CCCCCCCCCCC(C(=O)c1ccccc1)N1CCOCC1 (configuration not stated)
compound no.,16,17,18,19,20
DU-145,115,108,106,107,110
OVCAR-5,118,111,100,99,104
OVCAR-4,/,121,102,108,98
SK-OV-3,116,91,97,123,108
IGROV1,100,101,102,97,104
PC-3,90,93,96,103,88
OVCAR-3,101,109,101,103,110
OVCAR-8,111,108,100,98,104

21. S=c1[nH]c(=S)c2c3c([se]c2[nH]1)CCCCC3
22. O=C1N=c2ccccc2=C/C1=C\c1c(O)[nH]c(=S)[nH]c1=O
23. N#Cc1c(N)nc2c(c1N)C(c1ccc(Br)cc1)c1ccc3ccccc3c1O2 (configuration not stated)
24. CC(C)N=C([Se])NC(=O)c1cccs1
25. C[C@H]1CCC/C=C/[C@@H]2C[C@H](O)C[C@H]2[C@H](O)/C=C/C(=O)O1
compound no.,21,22,23,24,25
DU-145,103,111,135,-14*,-7.8*
OVCAR-5,116,103,116,-23*,32
OVCAR-4,99,104,93,83,-31*
SK-OV-3,98,/,103,-17*,36
IGROV1,99,107,111,1.8*,-55*
PC-3,96,103,101,8.4*,-15*
OVCAR-3,104,105,118,66,-37*
OVCAR-8,106,102,103,-37*,/

26. CCOC(=O)CCOc1ccccc1N(CCCl)CCCl
27. CNC(=O)Oc1ccc([N+](C)(C)C)c2c1CCCC2
28. CC(=O)C(N)Cc1ccccc1 (configuration not stated)
29. O=P(CO)(CO)CO
30. CCC(=O)C(c1ccccc1)(c1ccccc1)C(C)CN1CCCCCC1 (configuration not stated)
compound no.,26,27,28,29,30
DU-145,113,107,99,107,120
OVCAR-5,109,116,105,101,91
OVCAR-4,110,115,99,110,83
SK-OV-3,102,110,83,108,96
IGROV1,103,121,107,105,87
PC-3,100,105,84,107,90
OVCAR-3,102,102,114,109,104
OVCAR-8,102,103,92,113,102

31. CCN(CC)CCOc1ccc(C)cc1
32. CC(C)[C@H](C)/C=C/[C@@H](C)[C@H]1CC[C@@H]2[C@]1(C)CC[C@H]1[C@]23C=C[C@]2(C[C@@H](O)CC[C@]12C)OO3
33. C[C@@H]1C/C=C\C(=O)O[C@H](/C=C/C#C/C=C/C(C)(C)[C@@H](O)c2cccc(O)c2Br)[C@@H](C)/C=C/[C@H](C)C[C@H](OC(N)=O)C1
34. O=C(N/N=C\c1ccc(N(CCCl)CCCl)cc1)c1cccnc1
35. COC(=O)C1=C(Nc2ccccc2)C(=O)OC12C(=O)Nc1ccc(Br)cc12 (configuration not stated)
compound no.,31,32,33,34,35
DU-145,113,101,48,86,112
OVCAR-5,94,114,47,120,104
OVCAR-4,109,99,50,93,107
SK-OV-3,99,123,56,88,123
IGROV1,102,90,49,86,88
PC-3,92,76,34,88,90
OVCAR-3,105,110,41,106,103
OVCAR-8,91,89,20,95,104

36. Cc1nc(N)sc1Sc1nc2ccc(Cl)cc2c(=O)n1-c1ccccc1
37. CCOC(=O)c1ccc(N(CCOS(C)(=O)=O)CCOS(C)(=O)=O)cc1C
38. Cc1ccccc1N1CCN(CCC#N)CC1
39. O=C(C(=O)N1CCCC1)c1cn(Cc2ccc(Cn3cc(C(=O)C(=O)N4CCCC4)c4ccccc43)cc2)c2ccccc12
40. COC(=O)[C@@H](NC(=O)c1cn(Cc2ccccc2)c2ccccc12)C(C)(C)C
compound no.,36,37,38,39,40
DU-145,111,91,99,103,107
OVCAR-5,108,108,84,105,114
OVCAR-4,96,86,111,87,94
SK-OV-3,108,84,102,103,114
IGROV1,99,87,98,55,87
PC-3,99,87,95,62,98
OVCAR-3,107,90,108,90,110
OVCAR-8,102,73,89,87,104

41. CNC(=O)Oc1c(Cl)cc([N+](=O)[O-])cc1[N+](=O)[O-]
42. COc1cc([C@@H]2c3cc4c(cc3[C@H](OC(C)=O)[C@H]3COC(=O)[C@H]23)OCO4)cc(OC)c1OC
43. O=c1oc2cc(Cl)ccc2n1SC(Cl)(Cl)Cl
44. NOCCC(N)C(=O)O (configuration not stated)
45. Clc1nc(Cl)nc(Nc2ccccc2Cl)n1
compound no.,41,42,43,44,45
DU-145,119,1.8*,115,118,116
OVCAR-5,97,56,103,101,99
OVCAR-4,105,41,110,83,101
SK-OV-3,99,39,98,104,89
IGROV1,110,21,105,106,115
PC-3,90,30,102,84,83
OVCAR-3,108,1.5*,109,125,108
OVCAR-8,103,21,109,101,119

# Some entries already given, limited to IGROV1 and DU-145:
cpd	molecule	IGROV1	DU-145
41	CNC(=O)Oc1c(Cl)cc([N+](=O)[O-])cc1[N+](=O)[O-]	110	119
42	COc1cc([C@@H]2c3cc4c(cc3[C@H](OC(C)=O)[C@H]3COC(=O)[C@H]23)OCO4)cc(OC)c1OC	21	1.8*
43	O=c1oc2cc(Cl)ccc2n1SC(Cl)(Cl)Cl	105	115
44	NOCCC(N)C(=O)O (configuration not stated)	106	118

# The list continues:
46. O=[N+]([O-])c1ccc2scc3c4ccccc4nc-3c2c1
47. CCC(=O)c1ccc(OC)c(F)c1
48. C[C@]12Cc3cn[nH]c3C=C1CC[C@@H]1[C@@H]2CC[C@@]2(C)[C@H]1CC[C@]2(C)O
49. N#CCN(CC#N)[N+](=O)[O-]
50. Nc1ccc(N=Nc2ccc(-c3ccc(N=Nc4c(S(=O)(=O)O)cc5cc(S(=O)(=O)O)c(N=Nc6ccccc6)c(O)c5c4N)cc3)cc2)c(N)c1
compound no.,46,47,48,49,50
DU-145,-7.9*,107,115,107,113
OVCAR-5,-77*,115,96,103,103
OVCAR-4,-89*,106,105,111,112
SK-OV-3,46,101,99,104,97
IGROV1,-59*,114,86,121,101
PC-3,-53*,106,79,95,96
OVCAR-3,-99*,109,89,108,100
OVCAR-8,-62*,108,96,109,106

# Single records, as listed above:
# N#CCN(CC#N)[N+](=O)[O-] is listed as DU-145 = 107; OVCAR-5 = 103; OVCAR-4 = 111; SK-OV-3 = 104; IGROV1 = 121; PC-3 = 95; OVCAR-3 = 108; OVCAR-8 = 109
# CCC(=O)c1ccc(OC)c(F)c1 is listed as DU-145 = 107; OVCAR-5 = 115; OVCAR-4 = 106; SK-OV-3 = 101; IGROV1 = 114; PC-3 = 106; OVCAR-3 = 109; OVCAR-8 = 108

# The listing continues.
51. C/C(=C/c1c[nH]c2ccccc12)[N+](=O)[O-]
52. Nc1ccc(C(F)(F)F)cc1
53. C=CCn1cc(C=C2C(=O)N(C)C(=O)N(C)C2=O)c2ccccc21
54. C=CC[Se]C(=O)c1cncc(C(=O)[Se]CC=C)c1
55. N=C(N)N
compound no.,51,52,53,54,55
DU-145,51,116,108,5.9*,115&112
OVCAR-5,122,96,15,-87*,96&95
OVCAR-4,97,/,98,-63*,121
SK-OV-3,90,113,87,-92*,105&100
IGROV1,71,103,96,-92*,109&122
PC-3,81,90,89,-66*,99&90
OVCAR-3,90,114,96,-89*,113&115
OVCAR-8,87,110,83,-87*,110&94

56. CC(=O)[O][Hg][c]1c(C)c(C)cc(C)c1C
57. CC(CC(C)(C)C)C(=O)Cl (configuration not stated)
58. CN(C)CCc1ccc([N+](=O)[O-])cc1
59. O=C1C=CC(=O)c2c(O)cccc21
60. O=[N+]([O-])c1cccc(C(Cl)Cl)c1
compound no.,56,57,58,59,60
DU-145,-61*,108,101,100,99
OVCAR-5,-9.8*,101,100,68,104
OVCAR-4,-93*,102,97,87,106
SK-OV-3,97,/,112,75,101
IGROV1,-73*,109,104,101,105
PC-3,-77*,97,94,55,/
OVCAR-3,-94*,74,106,87,100
OVCAR-8,15,104,102,92,109

61. C/C1=C/C(=O)O[C@@H]2C[C@@H](CC[C@H](C)/C=C\C=C\CC1)O[C@@](OCCc1ccccc1)([C@@H]1CSC(=O)N1)C2
62. c1ccc(N2CCNCC2)cc1 (tested in a mixture with another compound)
63. Cc1c([C@H](C)[C@@H]2NC[C@@H](C)C[C@H]2O)ccc2c1C[C@H]1[C@H]2CC=C2C[C@@H](O)CC[C@@]21C
64. C[C@@H]1CC[C@H]2[C@@H](C)C(=O)O[C@@H]3O[C@@]4(C)CC[C@@H]1[C@]32OO4
65. CCCn1cc2c3c(cccc31)[C@H]1C[C@@H](C)CN(C)[C@@H]1C2
compound no.,61,62,63,64,65
DU-145,-2.1*,114&110&110&106&111,86,98,100
OVCAR-5,11,96&104&107&96&103,94,90,84
OVCAR-4,-4.5*,114&96&111&107&113,71,81,81
SK-OV-3,-32*,109&112&104&106&96,93,106,88
IGROV1,-56*,112&114&109&106&101,78,88,35
PC-3,18,103&95&92&96&94,82,66,72
OVCAR-3,-49*,118&109&107&91&110,79,82,84
OVCAR-8,46,97&99&122&97&106,95,83,89

66. O=C(NCc1ccc([N+](=O)[O-])cc1)Nc1cccc(S(=O)(=O)F)c1
67. O=C1C(Br)C2CCC1C2C(=O)O (configuration not stated)
68. O=S(Cl)C(Cl)=C(Cl)Cl (configuration not stated)
69. COc1cc(OC)c(S(=O)(=O)N(CCCl)CCCl)cc1C(=O)/C=C/c1ccc(Cl)cc1
70. N#Cc1ccc(CCl)cc1
compound no.,66,67,68,69,70
DU-145,101,117,105,69,119
OVCAR-5,103,100,90,107,107
OVCAR-4,105,99,109,83,127
SK-OV-3,95,101,98,79,106
IGROV1,96,116,97,76,108
PC-3,90,99,97,70,130
OVCAR-3,97,101,108,70,115
OVCAR-8,94,104,109,60,109

# A different layout for four compounds above:
67) O=C1C(Br)C2CCC1C2C(=O)O (configuration not stated)
  DU-145: 117
  OVCAR-5: 100
  OVCAR-4: 99
  SK-OV-3: 101
  IGROV1: 116
  PC-3: 99
  OVCAR-3: 101
  OVCAR-8: 104

68) O=S(Cl)C(Cl)=C(Cl)Cl (configuration not stated)
  DU-145: 105
  OVCAR-5: 90
  OVCAR-4: 109
  SK-OV-3: 98
  IGROV1: 97
  PC-3: 97
  OVCAR-3: 108
  OVCAR-8: 109

69) COc1cc(OC)c(S(=O)(=O)N(CCCl)CCCl)cc1C(=O)/C=C/c1ccc(Cl)cc1
  DU-145: 69
  OVCAR-5: 107
  OVCAR-4: 83
  SK-OV-3: 79
  IGROV1: 76
  PC-3: 70
  OVCAR-3: 70
  OVCAR-8: 60

70) N#Cc1ccc(CCl)cc1
  DU-145: 119
  OVCAR-5: 107
  OVCAR-4: 127
  SK-OV-3: 106
  IGROV1: 108
  PC-3: 130
  OVCAR-3: 115
  OVCAR-8: 109

# New compounds follow:
71. O=C(Nc1ccc(O)cc1)C(Cl)(Cl)Cl
72. CNC12C3C4C1C1C2C3C41C(=O)N[C@H](C(=O)N(C)[C@H](C[C@@H](OC(C)=O)c1nc(C(=O)N[C@@H](Cc2ccccc2)C[C@H](C)C(=O)OC)cs1)C(C)C)C1CC1 (some centres not stated)
73. NCc1cccnc1
74. CC1CCCN1CCC(C(N)=O)(c1ccccc1)c1ccccc1 (configuration not stated)
75. CC[C@@H](C)C(=O)O[C@H]1[C@H](O)[C@H]2[C@@H](CN3C[C@@H](C)CC[C@H]3[C@@]2(C)O)[C@@H]2C[C@]34O[C@]5(O)[C@@H](OC(=O)[C@@](C)(O)CC)CC[C@@]3(C)[C@@H]5[C@@H](OC(C)=O)[C@@H](OC(C)=O)[C@H]4[C@@]21O
compound no.,71,72,73,74,75
DU-145,108,-1.2*,112&113,104,107
OVCAR-5,102,57,93&98,117,103
OVCAR-4,105,44,117,/,95
SK-OV-3,98,41,101&113,99,94
IGROV1,100,17,108&115,109,106
PC-3,101,17,106&107,94,76
OVCAR-3,124,-33*,123&121,115,106
OVCAR-8,97,20,107&107,94,94
